From PubChem
RXFP1 antag: blocks the human relaxin receptor RXFP1; Q9HBX9; HEK293-RXFP1, relaxin-stimulated cAMP HTRF, 30 min; hits give low values; activity change, negative = inhibition, % at 57.5 µM; 350,000 compounds, 0.59% hits;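 active = activity change of -60% or lower, but not beyond a set lower limit; inconclusive = change between -60% and -40%, or beyond the set limit; inactive = change above -40%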
Target sequence (Q9HBX9 whole entry, looked up): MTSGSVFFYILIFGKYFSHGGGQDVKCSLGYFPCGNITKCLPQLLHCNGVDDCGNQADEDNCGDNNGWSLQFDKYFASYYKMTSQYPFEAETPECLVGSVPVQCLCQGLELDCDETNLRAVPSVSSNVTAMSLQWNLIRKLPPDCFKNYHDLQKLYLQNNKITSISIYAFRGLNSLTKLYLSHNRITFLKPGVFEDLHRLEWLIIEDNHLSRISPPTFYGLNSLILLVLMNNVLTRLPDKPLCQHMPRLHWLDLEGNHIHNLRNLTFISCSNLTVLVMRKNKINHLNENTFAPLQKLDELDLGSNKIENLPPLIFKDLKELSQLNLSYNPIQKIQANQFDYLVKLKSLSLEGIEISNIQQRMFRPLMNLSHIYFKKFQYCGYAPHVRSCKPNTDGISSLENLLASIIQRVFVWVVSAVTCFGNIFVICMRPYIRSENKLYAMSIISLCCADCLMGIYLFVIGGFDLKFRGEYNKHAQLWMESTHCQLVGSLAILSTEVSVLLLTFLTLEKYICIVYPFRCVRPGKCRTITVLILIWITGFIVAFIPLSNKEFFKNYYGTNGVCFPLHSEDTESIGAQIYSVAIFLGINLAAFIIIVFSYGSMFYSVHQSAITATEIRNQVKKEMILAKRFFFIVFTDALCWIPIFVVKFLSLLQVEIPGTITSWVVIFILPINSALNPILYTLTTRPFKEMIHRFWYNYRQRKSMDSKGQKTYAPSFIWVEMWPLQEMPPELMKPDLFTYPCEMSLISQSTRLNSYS
The depositor's hits bear a star; ? = inconclusive. % is set by controls: 0 for no effect and ±100 for the full control effect. An excerpt. The share of hits here may be higher or lower than overall.

Compound | RXFP1 antag
CC(C)=CCNc1ncnc2c1c(C#N)cn2C1OC(CO)C(O)C1O (configuration not stated) | -6.5
COc1cccc(NC(=O)N(C)C[C@@H]2OCc3cnnn3CCCC(=O)N([C@H](C)CO)C[C@@H]2C)c1 | 0.8
Clc1cc(-c2ccccc2)nc(-c2ccccc2)n1 | -18.2
CC(C)[C@H](NC(=O)c1cccc(S(=O)(=O)N2CCOCC2)c1)C(=O)NCc1ccc(F)cc1 | -0.9
CCN(c1ccc2c(c1)OCO2)S(=O)(=O)c1cc2c(cc1Br)CCN2C(=O)C1CC1 | -4.3
CCC(C)c1ccc(NC(=O)C2CC3CCC2C3)cc1 (configuration not stated) | -34.5
Cc1cccc(N2CCN(C(=S)c3ccc4c(c3)OCO4)CC2)c1 | -16.1
CC1C(=O)N(Cc2cn(CCC3OCCO3)nn2)CCS(=O)(=O)N1Cc1ccc(-c2ccc(F)nc2)cc1 (configuration not stated) | -5.2
CN1CCn2cnc(C(=O)NCC(=O)OC(C)(C)C)c2C1=O | 3.1
C=CCNC(=O)c1ccc2nc(Cc3ccc(OC)cc3)oc2c1 | -18.9
C=CC1=CCN(S(=O)(=O)C(C)(C)C)[C@H]1CCO | 1.7
C[C@H](CO)N1C[C@H](C)[C@@H](CN(C)Cc2ccc(C(F)(F)F)cc2)OCc2cnnn2CCCC1=O | -6.0
COc1cc(NC(=O)CSc2nc3[nH]ncc3c(=O)n2-c2ccccc2)cc(OC)c1OC | 3.1
CCCCOc1ccc(/C=C(\C#N)C(=O)NC2CC2)cc1 | -22.2
O=C(CN1C(=O)NC2(CCCC2)C1=O)NCc1ccco1 | 1.2
O=[N+]([O-])c1cccc2[nH]ncc12 | 12.7
O=C1CCC(C(=O)OCC(=O)Nc2ccc(Cl)cc2C(F)(F)F)=NN1 | 5.5
O=C(/C=C/c1ccccc1)c1ccc2ccccc2c1 | -30.3
COc1cc(C(=S)N2CCOCC2)cc(OC)c1OC(=O)c1ccccc1Cl | 3.7
O=C(NCc1ccc(F)cc1)C1CCN(S(=O)(=O)c2ccc(N3CCCC3=O)cc2)CC1 | 6.8
CCOc1ccc(S(=O)(=O)N2CCCCC2)cc1NC(=O)Cc1ccc(OC)cc1 | 2.8
CCOc1cc(C(=O)Nc2ccc(S(=O)(=O)Nc3cnc4ccccc4n3)cc2)cc(OCC)c1OCC | -12.6
CC(C)Oc1ccc(S(=O)(=O)N2CCOCC2)cc1NC(=O)Cc1ccsc1 | -18.8
OC(Cc1cccc(C=NN2CCOCC2)n1)(C(F)(F)F)C(F)(F)F | 13.9
c1cc(CN2CCCCC2)cc(OCCCNc2nc3ccccc3s2)c1 | -20.9
Clc1ccc(-c2nc3ccc(Br)cn3c2Cc2ccccc2)cc1 | -0.7
CC(=O)CSc1nc(CCc2ccccc2)c(C#N)c(=O)[nH]1 | -3.2
Cc1ccc(C)c(NC(=O)COC(=O)c2cccc(S(=O)(=O)N3CCCC3)c2)c1 | 4.3
CN(C(=O)CSc1nc2ccccc2c(=O)n1-c1ccc(F)cc1F)C1CCS(=O)(=O)C1 (configuration not stated) | -7.5
COc1cc2c(cc1OC)CN(C1CCC(C(C)(C)C)CC1)CC2 (configuration not stated) | ?
Cc1ccnc(NC(=O)CCNC(=O)c2ccc(Br)cc2)c1 | 3.0
ON=Cc1ccnc2ccccc12 | 1.0
C[C@@H]1CCCCO[C@@H](CN(C)Cc2ccc3c(c2)OCO3)[C@@H](C)CN([C@H](C)CO)C(=O)c2cc(N(C)C)ccc2O1 | 6.7
CC(=O)Oc1ccc(C2(c3ccc(OC(C)=O)cc3)Oc3ccccc3NC2=O)cc1 | -32.5
COc1ccccc1C(=O)NNC(=O)c1ccc(O)cc1 | 3.0
COCC1CCN(Cc2c(C(=O)N3CCOCC3)nc3c(C)cccn23)C1 (configuration not stated) | 2.2
CCOc1cc(C(=O)NC2CCCCCCC2)cc(OCC)c1OCC | 2.1
O=C(OCC(=O)N1CCc2ccccc2C1)c1c(F)cccc1Cl | -1.8
O=C(NCC1CCCO1)c1ccccc1NS(=O)(=O)c1cc([N+](=O)[O-])ccc1Cl (configuration not stated) | -20.3
C/C(=N\Nc1ccc(Cl)nn1)c1ccccc1O | -13.1
O=Cc1c[nH]c2ccc(NC(=O)OCc3ccccc3)cc12 | -8.5
O=c1cc(-c2ccco2)oc2ccccc12 | -11.6
COc1ccc(/C=N/NC(=O)c2cc(-c3cccc(C)c3)nc3ccccc23)cc1O | -5.7
COc1ccccc1-c1cnc2c(c1)C(=O)N([C@@H](C)CO)C[C@@H](C)[C@H](CN(C)C(=O)c1cccnc1)O2 | -1.6
COc1cc(CC(=O)N2CCN(C(=O)C3CCCO3)CC2)cc(OC)c1OC (configuration not stated) | -1.8
CCCCNC1(C#N)CCN(Cc2ccccc2)CC1 | -8.4
CCc1c(Nc2ccccc2Cl)nc(N)[nH]c1=O | 2.8
O=C(Nc1ccc(Cl)cc1)c1nc[nH]c1C(=O)Nc1ccccc1F | 6.5
O=c1[nH]c(=S)[nH]cc1Oc1ccc(Br)cc1Br | -33.4
COCCN1C(=O)c2oc3cc(C)c(C)cc3c(=O)c2C1c1cccc(O)c1 (configuration not stated) | 2.8
C[C@H](NS(=O)(=O)c1ccccc1F)C(=O)OCC(=O)Nc1ccc2c(c1)OCCO2 | -2.7
C[C@@H]1CN([C@H](C)CO)C(=O)CCCn2cc(nn2)CO[C@H]1CN(C)S(=O)(=O)c1ccc(Oc2ccccc2)cc1 | -0.9
Cc1ccsc1C(=O)OCC(=O)N1CCN(c2ccccc2)CC1 | 8.9
O=C(COC(=O)/C=C/c1ccccc1Cl)NC1CC1 | 4.1
CC(C)CC1C(=O)N(Cc2cn(CCC3OCCO3)nn2)CCS(=O)(=O)N1Cc1ccc(-c2ccccc2)cc1 (configuration not stated) | -4.3
COc1cccc(S(=O)(=O)N(C)C[C@@H]2Oc3cc(Br)ccc3S(=O)(=O)N([C@@H](C)CO)C[C@@H]2C)c1 | 11.3
CN1C(=O)C(N=Nc2ccc([N+](=O)[O-])cc2)SC1=S (configuration not stated) | -20.5
COc1cc(S(=O)(=O)N(Cc2cccs2)C2CC2)ccc1-n1cnnn1 | 6.7
O=C(O)c1ccc(Cl)c(NC(=O)C2CCN(S(=O)(=O)c3cccs3)CC2)c1 | 1.5
S=C(Nc1ccccc1)Nc1ccccn1 | -0.2

Shown with values ahead of the structure: part of the list above
RXFP1 antag | molecule
2.2 | COCC1CCN(Cc2c(C(=O)N3CCOCC3)nc3c(C)cccn23)C1 (configuration not stated)
2.1 | CCOc1cc(C(=O)NC2CCCCCCC2)cc(OCC)c1OCC
-1.8 | O=C(OCC(=O)N1CCc2ccccc2C1)c1c(F)cccc1Cl

(listing goes on)
compound	RXFP1 antag
O=C(NCCN1CCN(C(=O)c2cccc(OC(F)F)c2)CC1)c1cccc(OC(F)F)c1	-10.9
CCC(=O)c1ccc(OCC(=O)OC(C)C(=O)Nc2c(C)n(C)n(-c3ccccc3)c2=O)cc1 (configuration not stated)	10.7
Nc1ccccc1C(=O)NC(=O)Nc1ccc(Oc2ncc(Br)cn2)c(Cl)c1	-7.5
O=C1c2ccccc2C(=Cc2cccnc2)c2ccccc21	9.5
N#Cc1ccccc1OCC(=O)OCC(=O)N1CCCC1	-1.5
CCC/C=C/c1ccc(CN2C(CC(C)C)C(=O)N(Cc3cn(Cc4ccco4)nn3)CCS2(=O)=O)cc1 (configuration not stated)	3.4
COc1ccccc1N1CCN(C(=O)C2CC2)CC1	-10.7
COc1ccccc1NC(=O)c1ccc([N+](=O)[O-])o1	11.5
O=C(OCC(=O)c1ccc[nH]1)c1ccc(Cl)c(Cl)c1	-87.1*
CCCCCCn1c(=O)n2n(c1=O)C[C@]1(OC(=O)NC3CC3)CN(S(=O)(=O)c3ccc(C)cc3)C[C@]1(O)C2	1.0
Cc1cccc(C(=O)OCC(=O)NC23CC4CC(CC(C4)C2)C3)c1O	-26.9
CC(O)(c1ccccc1)C(C(c1ccccc1)N1CCOCC1)N1CCOCC1 (configuration not stated)	-3.1
Nc1nc(SCc2ccccc2[N+](=O)[O-])c2ncn(Cc3ccccc3)c2n1	-0.7
Cc1cccc(NC(=O)CN2CCN(C(=O)CNC(=O)c3ccc(-c4ccccc4)cc3)CC2)c1C	1.2
CC(OC(=O)c1ccc(S(=O)(=O)NCc2ccco2)cc1)C(=O)Nc1ccccc1 (configuration not stated)	-11.8
CCOc1ccc(NC(=O)CSc2nc3ccsc3c(=O)n2Cc2ccc(C(=O)O)cc2)cc1	-2.2
O=c1[nH]nc(N=Nc2c(O)[nH]c3ccc(F)cc23)c(=O)[nH]1	12.7
O=[N+]([O-])c1cccnc1C1OCCO1	0.2
O=C1OC(c2ccccc2)(c2ccccc2)c2ccccc21	-21.6
Cc1nc(NC(=O)c2ccccc2)sc1-c1cc(C(=O)O)nn1Cc1ccccc1	-12.9
CCN1C(=O)[C@H]2[C@@H](c3ccc(C(F)(F)F)cc3)N[C@]3(CCCN(CC4CCCCC4)C3=O)[C@H]2C1=O	5.5
CC(=O)Nc1ccc(Sc2ccc([N+](=O)[O-])o2)cc1	-11.4
c1cc(C2OCCO2)cs1	8.1
CCOC(=O)CCCCCC(=O)Nc1ccc2c(c1)C(=O)N([C@@H](C)CO)C[C@@H](C)[C@H](CN(C)C(=O)c1ccncc1)OCCCC[C@H](C)O2	-0.3
CC(=NNC(=O)c1cccc(S(=O)(=O)N2CCOCC2)c1)c1ccc(Cl)cc1	4.3
O=C1CCCN1CCc1cccc2ccccc12	3.1
Cc1c(-n2c(CN3C(=O)c4ccccc4C3=O)nc3ccccc3c2=O)c(=O)n(-c2ccccc2)n1C	-4.0
O=C(COc1ccc2c(-c3ccccc3)cc(=O)oc2c1)NC(Cc1c[nH]c2ccccc12)C(=O)O (configuration not stated)	-15.7
C[C@H](CO)N1C[C@H](C)[C@H](CN(C)S(=O)(=O)c2ccc(F)cc2)Oc2ncc(Br)cc2C1=O	2.0
NS(=O)(=O)c1ccc(S(=O)(=O)c2ccccc2)nc1	-1.8
CC(Oc1ccccc1F)C(=O)NNC(=O)c1ccc(-n2cncn2)c([N+](=O)[O-])c1 (configuration not stated)	-14.6
Cc1ccc(S(=O)(=O)NN=Cc2ccco2)cc1	1.0

An excerpt of these results, with each value named.
> CCCCNC1(C#N)CCN(Cc2ccccc2)CC1
  RXFP1 antag: -8.4
> O=C(NCCN1CCN(C(=O)c2cccc(OC(F)F)c2)CC1)c1cccc(OC(F)F)c1
  RXFP1 antag: -10.9

Next part:
compound	RXFP1 antag
C[C@@H]1CN([C@H](C)CO)C(=O)CCCn2nncc2CO[C@H]1CN(C)C(=O)c1ccncc1	1.9
O=C(O)c1cccc2c1C(=O)c1cc([N+](=O)[O-])ccc1-2	-8.4
O=c1cc(SCc2ccccc2)nc[nH]1	-2.4
O=S(=O)(NCC1COc2ccccc2O1)c1ccccc1F (configuration not stated)	-1.7
Cn1c(=O)c(-c2ccccc2)cc2ccccc21	-0.9
COc1ccc(NC(=O)COC(=O)c2c(C)noc2C)cc1Cl	-9.5
O=C(NNC(=S)Nc1cccc(C(F)(F)F)c1)c1ccncc1	6.8
C[C@@H]1CN([C@H](C)CO)C(=O)CCCn2cc(nn2)CO[C@H]1CN(C)C(=O)Cc1ccccc1	8.5
CCOC(=O)C1(Cc2ccccc2)CCCCCC1=O (configuration not stated)	-15.4
CCN(CCc1ccccc1)c1ccc2c(c1)C1CC2CCN1Cc1ccccc1 (configuration not stated)	-7.8
COCCN(C(=O)CSc1nnc(-c2ccccc2F)o1)c1c(N)n(Cc2ccccc2)c(=O)[nH]c1=O	-4.7
Cc1ccc(NC(=O)COC(=O)c2cccc(C)c2[N+](=O)[O-])cc1S(=O)(=O)N1CCCCC1	9.1
Nc1cccc(Oc2ccc3c(c2)C(=O)N(CCO)C3=O)c1	-6.4
S=C1Nc2ccccc2CS1	-10.1
O=C(OCc1ccccc1)N1CCC2CC1c1cc(-c3cc4ccccc4o3)ccc12 (configuration not stated)	5.1
COc1ncnc2c1ncn2CCCN1CCN(C(=O)C2CC2)CC1	-1.0

Some values from the results shown.
`CCOC(=O)C1(Cc2ccccc2)CCCCCC1=O` (configuration not stated) in RXFP1 antag → -15.4
`COc1ncnc2c1ncn2CCCN1CCN(C(=O)C2CC2)CC1` in RXFP1 antag → -1.0
`O=C(OCc1ccccc1)N1CCC2CC1c1cc(-c3cc4ccccc4o3)ccc12` (configuration not stated) in RXFP1 antag → 5.1

Next results:
compound	RXFP1 antag
NC(=O)C1CCN(C(=O)c2cc(-c3ccc(Cl)s3)nc3ccccc23)CC1	7.0
O=C(NN(C(=O)c1ccccc1)c1cccs1)c1ccccc1	-12.2
Cc1ccc(-c2ccc(CN3C(C(C)C)C(=O)N(Cc4cn(CC5CCCCC5)nn4)CCS3(=O)=O)cc2)cc1 (configuration not stated)	-7.1
COc1cccc(CNS(=O)(=O)c2cc(Br)ccc2Br)c1	1.8
Cc1cc(CN(Nc2ccccc2)c2ccccc2)cc(C)n1	-8.6
COc1cc(S(=O)(=O)N2CCOCC2)c(OC)c(S(=O)(=O)N2CCOCC2)c1	4.5
Cc1ccc(C)c(C(=O)CCC(=O)NNC(=O)c2cccs2)c1	-9.4
CN1C(c2ccc(F)cc2)=CS/C1=C(/C#N)c1nnc2n1-c1ccccc1SC2	-31.5
Cc1ccc(S(=O)(=O)N2C[C@H]3N(C(=O)OC(C)C)N(C(=O)OC(C)C)C[C@H](OC(=O)NCc4ccco4)[C@@]3(O)C2)cc1	-4.5
CC1CN(S(=O)(=O)c2cc(C(=O)N(C)Cc3cccs3)ccc2Cl)CC(C)O1 (configuration not stated)	-4.2
COc1ccc(OC)c(CN2CCN(C(=O)c3ccc(C)c(S(=O)(=O)Nc4ccccc4OC)c3)CC2)c1	1.4
N#CCCN(NC(=O)OCc1ccccc1)C(=O)OCc1ccccc1	-5.1
COc1cc(OC)c(OC)cc1C=Cc1ccc2ccccc2n1	-1.6
CN(C)c1nc2c(cnn2C)c(=O)[nH]1	-11.2

Pulled by structure from above (3):
compound	RXFP1 antag
CN(C)c1nc2c(cnn2C)c(=O)[nH]1	-11.2
COc1ccc(OC)c(CN2CCN(C(=O)c3ccc(C)c(S(=O)(=O)Nc4ccccc4OC)c3)CC2)c1	1.4
COc1cc(OC)c(OC)cc1C=Cc1ccc2ccccc2n1	-1.6
